# SR-BI DiI-HDL act = enhances SR-BI lipid uptake from DiI-HDL. CHO ldlA[mSR-BI] cells, DiI-HDL uptake fluorescence, 3 h; 100 = double the neutral-control signal. 0.096% of 320,000 active. activation, % at 12.5 µM;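 active = mean replicate activation of at least 60% and every replicate at or above 60%; inconclusive = mean or all-replicate condition met, but not both; inactive = mean below 60% and not all replicates reaching 60%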;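 also: 0% = median plate neutral-control signal and 100% = twice that signal; values of inactives mirror those of a sister screen read the other way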
#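 Test system: SR-BI-overexpressing, LDLR-lacking CHO cells; Also added: labelled HDL, 10 µg/mL; Measured by: bottom-read cell fluorescence after medium removal, ex 550/em 595 nm; Timing: 3 h uptake period with compound, 37 °C; Buffer or medium: F12, 0.5% BSA, 25 mM HEPES; Doses: single compound concentration, delivered by pin transfer.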
# MITF act = activators of MITF-driven TRPM1 promoter activity in SK-MEL-5 cells; SK-MEL-5 TRPM1-promoter luciferase, 24 h; % of positive control, neutral wells = 0; activation, % at 12.5 µM; 0.75% of 300,000 active; AID 588334;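 active = mean activation of at least 80% with every replicate also reaching 80%; inconclusive = mean reaches 80% but some replicate falls short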;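 also: 0% = neutral control wells and 100% = parthenolide positive control wells; values of inactives mirror those of a sister screen read the other way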
# CAL PDZ FP-1 = human CAL PDZ-peptide interaction inhibition. Q9HD26. purified CAL PDZ, TMR-peptide fluorescence polarization, 1 h. inhibition, % at 20 µM. 0.02% of 330,000 active. AID 504414;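 active = highest replicate inhibition of at least 40%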;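 also: plate controls were DMSO neutral control wells for no effect and unlabeled competitor peptide control wells for full effect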
#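 Material: tagged CAL PDZ protein CerCALP, purified; buffer or medium: sodium phosphate/NaCl buffer pH 7.4 with TCEP, IgG, Thesit; also added: fluorescent TMR peptide probe; schedule: 1 h incubation at room temperature before polarization reading; technique: fluorescence polarization from S- and P-plane intensities, G-factor corrected; control set: unlabelled peptide and DMSO controls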
# PvdQ inh = P. aeruginosa PvdQ acylase inhibition | purified PvdQ acylase, fluorescence plate reader | inhibition, % at 10 µM | 0.063% of 340,000 active | AID 488965; in the data active = inhibition above about 30%, passing the limit was not always enough; inconclusive = no clear call, values can overlap the other calls;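 also: 0% = vehicle neutral wells and 100% = reference inhibitor wells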
# PfHsp90 yeast 2 = inhibits growth of yeast expressing Plasmodium falciparum Hsp90 | AID 504621 | S. cerevisiae expressing PfHsp90, BacTiter-Glo ATP, 48 h; yeast lacking PDR1 and PDR3 efflux regulators | inhibition, % at 9.4 µM | 0.32% of 310,000 active;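 active = every replicate shows inhibition above about 80%, whatever the replicate mean, limit read from the data; inconclusive = mean inhibition reaches the set limit but some replicate falls short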;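 also: 0% = DMSO neutral controls and 100% = 20 µM radicicol positive controls; yeast relying on Plasmodium falciparum Hsp90 in place of its own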
# dFosB act = mouse delta FosB homodimer activation; 0.99% of 340,000 active; AID 493131; activation, % at 25 µM; purified delta FosB, TAMRA-CDK5 oligo fluorescence polarization; percent of positive-control signal above neutral wells; P13346;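 active = mean activation above about 17%, with every replicate also reaching it, limit read from the data, passing the limit was not always enough; inconclusive = only one of the two conditions met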;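 also: fluorescence polarization rise as delta FosB binds a TAMRA Cdk5 AP-1 oligo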
# Target sequence (P13346 whole entry, looked up): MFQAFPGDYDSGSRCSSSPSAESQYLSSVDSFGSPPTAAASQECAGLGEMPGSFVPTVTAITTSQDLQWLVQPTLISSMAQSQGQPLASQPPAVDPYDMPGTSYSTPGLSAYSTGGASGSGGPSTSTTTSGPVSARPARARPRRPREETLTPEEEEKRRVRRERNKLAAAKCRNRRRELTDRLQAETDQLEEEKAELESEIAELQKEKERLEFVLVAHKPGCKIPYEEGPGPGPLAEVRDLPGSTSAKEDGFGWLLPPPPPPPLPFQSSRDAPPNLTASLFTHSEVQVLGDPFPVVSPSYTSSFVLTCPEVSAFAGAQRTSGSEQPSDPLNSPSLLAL
# SR-BI DiI inh = blocks mouse SR-BI lipid uptake from DiI-HDL; AID 488896; 0.96% of 320,000 active; Q61009; ldlA[mSR-BI] CHO cells, DiI-HDL uptake fluorescence, 3 h; inhibition, % at 12.5 µM;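 active = mean replicate inhibition of at least 70% and a set share of replicates each scoring 70 or more; inconclusive = meets just one of the two criteria; inactive = fails both criteria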;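 also: 0% = median of neutral control wells and 100% = median of positive control wells; values of inactives mirror those of a sister screen read the other way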
# Target sequence (Q61009 whole entry, looked up): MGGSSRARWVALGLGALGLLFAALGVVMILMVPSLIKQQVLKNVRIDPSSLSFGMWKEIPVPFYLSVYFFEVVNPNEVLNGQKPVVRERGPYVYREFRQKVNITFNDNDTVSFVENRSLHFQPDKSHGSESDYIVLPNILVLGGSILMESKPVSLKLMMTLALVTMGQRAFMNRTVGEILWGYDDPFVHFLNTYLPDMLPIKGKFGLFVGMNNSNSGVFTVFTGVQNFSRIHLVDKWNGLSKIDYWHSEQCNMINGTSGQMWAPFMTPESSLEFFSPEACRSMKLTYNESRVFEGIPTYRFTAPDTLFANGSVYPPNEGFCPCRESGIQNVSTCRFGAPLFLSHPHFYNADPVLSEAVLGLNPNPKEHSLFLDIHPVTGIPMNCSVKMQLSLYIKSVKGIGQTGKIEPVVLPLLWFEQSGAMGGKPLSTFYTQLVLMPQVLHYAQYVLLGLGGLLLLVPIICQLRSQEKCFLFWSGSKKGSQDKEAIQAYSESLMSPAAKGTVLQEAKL
# Rtt109 Vps75 = blocks Candida albicans Rtt109/Vps75 acetyltransferase activity. purified Rtt109/Vps75, ThioGlo CoA-SH fluorescence, 4 h. 0.16% of 330,000 active. AID 540336. inhibition, % at 34.9 µM. Q5AAJ8;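 active = inhibition of at least 50% in every replicate; inconclusive = best replicate reaches 50% inhibition but some replicates fall short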
# NSD2 HMT inh = NSD2 (human) methyltransferase inhibition; O96028; NSD2 peptide methylation, AlphaScreen, 120 min; inhibition, % at 12.5 µM; 0.54% of 310,000 active; AID 743445; in the data active = inhibition above about 50%
# CAL PDZ FP-2 = blocks peptide binding to the human CAL PDZ domain; Q9HD26; purified CAL PDZ, TMR-peptide fluorescence polarization, 1 h; inhibition, % at 24.9 µM; 0.92% of 300,000 active; AID 602252;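 active = mean inhibition of at least 30% with at least half of replicates also reaching 30%; inconclusive = no clear call, values can overlap the other calls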;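 also: 0% = DMSO neutral control and 100% = excess unlabeled competitor peptide PRC23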
# * = called active by the depositor; ? = inconclusive; / = no result given.
canonical_smiles,SR-BI DiI-HDL act,MITF act,CAL PDZ FP-1,PvdQ inh,PfHsp90 yeast 2,dFosB act,SR-BI DiI inh,Rtt109 Vps75,NSD2 HMT inh,CAL PDZ FP-2
CCOP(=O)(OCC)c1nc(-c2cccc3ccccc23)oc1N1CCCCC1,-3,0,-0.2,-55,7,-16,3,-11,-25,-8
COc1cccc(C(C(=O)NC2CCCCC2)N(C(=O)c2ccco2)c2ccc(-n3cnnn3)c(C)c2)c1 (configuration not stated),4,-2,0.0,-9,25,-5,-4,5,-1,2
Cc1nn(-c2ccccc2)c(C)c1C(=O)OC(C)C(=O)Nc1ccc(C(N)=O)cc1 (configuration not stated),4,-8,-0.1,-27,-8,-4,-4,-4,1,-1
COc1ccc(/C=N/NC(=O)CSCC(=O)Nc2ccccc2)cc1OC,-18,-4,-2.5,-7,9,-5,18,-4,1,/
NC(=O)C1CCN(CC(=O)Nc2nccs2)CC1,6,/,-0.7,-4,9,1,-6,11,1,0
CCOC(=O)C1CCN(C(=O)CC(C)S(=O)(=O)c2ccc3c(c2)NC(=O)CO3)CC1 (configuration not stated),6,-7,-1.7,-6,21,4,-6,6,-7,-5
CCCOc1ccc(NC(=O)CC2C(=O)Nc3ccccc3N2CC(=O)N2CCCC2)cc1 (configuration not stated),/,3,-0.9,0,0,-5,38,/,2,-18
COc1ccc(CCC(=O)NCc2ccco2)cc1,31,5,-1.8,6,-15,-6,-31,-8,-2,0
O=C(c1ccc(Cl)cc1)N1CCN(c2ccc([N+](=O)[O-])c(NCc3cccnc3)c2)CC1,-52,-9,-2.9,3,-8,-7,52,14,/,-4
O=C(COc1ccccc1)n1nc(-c2ccc(Cl)cc2)nc1NCc1ccco1,-14,/,-0.1,-1,-22,0,14,-7,-1,-4
Cc1cc(C)cc(NC(=O)c2nccnc2C(=O)O)c1,27,3,-1.1,2,-5,6,-27,1,/,/
CSc1nnc2c(n1)[nH]c1c(C)cccc12,2,17,-0.9,-7,-2,-16,-2,-6,0,-1
CC(C)(C)n1nc2c(c1NC(=O)c1cc3ccccc3o1)CSC2,-5,7,0.1,-3,/,-7,5,-5,-6,2
Cc1ccc(NC(=O)COC(=O)c2cc(C)nc3ccccc23)c([N+](=O)[O-])c1,2,8,-1.9,4,-8,3,-2,4,-1,-3
N#CCCn1c(C(C#N)(CCC#N)CCC#N)nc2ccccc21,16,4,-0.8,1,3,6,-16,-2,-5,-7
Cc1cc(C)c(S(=O)(=O)n2ccc(-c3ccc(OCCN(C)c4ccccn4)cc3)n2)c(C)c1,-31,/,/,-4,/,-4,31,5,-8,-2
CCCC1C(c2ccco2)NC(c2ccco2)CC1(C)O (configuration not stated),19,4,-0.3,4,-8,2,-19,-3,4,1
N#C/C(=C\c1ccc(O)c(O)c1)C(=O)NCCc1ccccc1,-8,45,0.2,0,-13,0,8,14,/,-1
O=C(CN1CCOCC1)Nc1ccc2c(c1)CCC2,5,12,-0.2,-10,-22,4,-5,-21,-1,-1
O=C(COC(=O)C1CC1)NC(=O)NCc1ccccc1,-10,4,0.0,3,-34,1,10,10,-4,-3
Cc1cccc(CN2CCN(Cc3cccc(-n4cccn4)c3)CC2CCO)n1 (configuration not stated),9,-9,-0.9,3,20,-4,-9,-1,0,6
COc1cccc(OC)c1C(=O)OCC(=O)N1CCC(Cc2ccccc2)CC1,10,-4,-3.0,-26,3,0,-10,-5,2,-19
O=C(C1CCC(=O)N(C2CCCCCC2)C1)N1CCN(c2ccccc2Cl)CC1 (configuration not stated),11,3,-2.9,-13,13,-9,-11,5,-5,-2
N#CC1=C(N)Oc2n[nH]c(-c3cccnc3)c2C1c1ccc([N+](=O)[O-])o1 (configuration not stated),6,-11,-5.4,-21,-16,-8,-6,-3,12,51*
COc1ccccc1CCNC(=O)c1cnccn1,32,-5,-2.4,0,14,2,-32,-5,1,/
Cc1ccc(/C=C/C(=O)NCc2cccs2)cc1,0,45,-3.8,3,36,-3,0,1,-2,0
CCOc1ccc(S(=O)(=O)N2CCOCC2)cc1NS(=O)(=O)c1ccc(OC)c([N+](=O)[O-])c1,24,-2,-1.5,-6,/,2,-24,-16,1,-4
CC(C)C(NS(=O)(=O)c1ccccc1)C(=O)OCc1cc([N+](=O)[O-])cc2c1OCOC2 (configuration not stated),-36,6,-2.4,-9,-18,-4,36,3,0,-1
O=C(O)c1ccc(CSc2nc3ccccc3o2)cc1,27,-1,-1.3,0,-5,6,-27,-3,2,1
O=C(CSc1nncn1-c1ccccc1)NCc1cccs1,13,2,-0.2,-9,-13,6,-13,-3,2,2
Cc1ccc(C(=O)OCc2nnc(-c3ccccc3)o2)s1,13,12,-0.5,3,/,1,-13,-2,-1,-5
CCC(=O)Nc1nnc(-c2ccncc2)s1,13,4,/,-11,-12,3,-13,4,-4,-3
Cc1noc(C)c1CSCC(=O)Nc1nc2ccccc2s1,/,-1,-3.5,-15,17,-5,23,1,-2,-1
C=CCNC(=O)CN1CCC(n2nnc3cc(C(F)(F)F)ccc32)CC1,18,1,-0.4,-16,-6,-6,-18,-7,24,-3
CCn1c(=O)[nH]c2cc(Cl)c(Cl)cc21,-21,-27,-1.8,-12,21,3,21,4,/,-6
CCOC(=O)c1cc(C)sc1/N=C/C1=C(O)CCCC1=O,20,-7,-2.4,0,-2,-4,-20,1,-1,-1
Cc1cc(Cl)ccc1OCC(=O)Nc1ccccc1C(=O)N1CCOCC1,-5,14,-1.3,-9,-7,2,5,-8,0,-5
CCn1c(COc2ccccc2C)nnc1SCC(=O)O,27,/,0.4,-14,10,0,-27,3,/,-3
NC(=O)c1nc(-c2cccs2)nc2c1[nH]c(=O)n2-c1ccc(F)cc1,/,1,-0.4,-12,-8,123*,/,-3,/,/
Cn1nnnc1SCC(=O)NCc1ccco1,18,/,-0.6,2,/,-1,-18,-1,1,-2
COc1ccc(CC(=O)OCC(=O)Nc2ncc(Cl)c(C)c2Cl)cc1,-2,-6,-2.1,8,/,-7,2,1,1,-6
COc1ccc(C)cc1NC(=O)COC(=O)c1ccc2ccccc2n1,11,-3,-0.8,1,-10,-5,-11,4,1,2
CN(CC(=O)N1CCCCCC1)S(=O)(=O)c1ccc(Br)cc1,-5,-9,-0.4,-12,-3,-8,5,-5,-1,/
CC1(OC(=O)C2CCCC2)C(=O)C=C2C=C(c3ccsc3)N(CC3CC3)C=C2C1=O (configuration not stated),25,-1,-2.9,-5,/,-10,-25,3,/,0
O=C(O)c1ccc(N2C(=O)CC(Cc3ccccc3)C2=O)cc1 (configuration not stated),21,/,-2.0,-16,43,1,-21,-1,-2,3
Cc1cc(C)c(C(=O)COC(=O)C2CC3CCCC(C2)C3=O)c(C)c1 (configuration not stated),-20,0,-3.4,3,/,-5,20,8,-3,-2
Cc1cc(S(=O)(=O)c2ccc([N+](=O)[O-])cn2)ccc1Br,5,-89,-0.5,5,69,0,-5,-5,/,2
Cc1cc(C(=O)N/N=C/c2ccc([N+](=O)[O-])s2)n[nH]1,-14,/,-0.4,-13,5,-2,14,-2,-1,/
COc1ccc(/C=C2/N=C(SC)NC2=O)cc1OC,-15,22,-0.5,-3,0,-1,15,13,0,-4
CCCc1cc2c(cc1NC(=O)c1ccco1)OCO2,10,0,30,-5,7,2,-10,-28,-1,-1

# (more compounds)
canonical_smiles,SR-BI DiI-HDL act,MITF act,CAL PDZ FP-1,PvdQ inh,PfHsp90 yeast 2,dFosB act,SR-BI DiI inh,Rtt109 Vps75,NSD2 HMT inh,CAL PDZ FP-2
Cc1cc2cc(CNC(=S)Nc3ccc(OC(F)(F)F)cc3)ccc2n1C,-12,-13,-0.1,-4,-12,-7,12,-7,/,/
Cc1cc(NS(=O)(=O)c2ccc(Nc3nc(-c4sc(N)nc4C)cs3)cc2)no1,1,-13,1.0,-6,-8,-24,-1,?,/,3
Cc1cc(-c2nc3ncccc3o2)ccc1NC(=O)c1ccc([N+](=O)[O-])o1,3,3,-0.2,-6,-14,-5,-3,-4,2,/
Nc1nc2c3ccccc3nc(C3CC3)n2n1,-5,3,-0.8,9,/,-7,5,7,0,-2
O=C(NCCS(=O)c1ccc(Cl)cc1)c1cccc(Cl)c1 (configuration not stated),21,-10,-1.4,-4,5,-5,-21,1,1,6
CC(C)C1C(C#N)=C(N)SC(N)=C1C#N,18,6,-0.5,6,/,-3,-18,-1,3,/
O=C(Cn1nnc(-c2cccs2)n1)NCCc1ccccc1,10,6,-0.5,-16,-1,0,-10,/,-1,-3
CC(CCc1ccccc1)NC(=O)CCNC(=O)c1ccccc1Cl (configuration not stated),5,-9,0.4,3,/,-2,-5,-12,/,-1
Cc1cc(SCC(=O)NC(=O)NCc2ccco2)nc2ccccc12,-6,/,-2.7,-8,/,-15,6,-5,5,-2
CCn1nc(CC(=O)O)c2ccccc2c1=O,-10,4,/,-13,-3,4,10,7,-1,3
CN(Cc1ccccc1)C(=O)c1nc2ccccn2c1CN1CCc2sccc2C1,17,-3,-1.7,-9,28,-11,-17,3,-2,0
CCOc1ccc(N=C2Sc3nc4ccc(C)cc4cc3CN2CCOC)cc1,-52,6,-0.3,-4,0,-7,52,-3,-2,20
O=C(N/C(=C/c1cccs1)C(=O)N1CCOCC1)c1cccs1,12,4,-0.1,-7,4,1,-12,-1,-2,3
CCCCn1c(N)c(N(CC(C)C)C(=O)c2cnc(C)cn2)c(=O)[nH]c1=O,-1,4,-1.9,-13,11,3,1,-2,-1,-2
N#C/C(=C\c1ccc(OCCN2CCOCC2)cc1)C(=O)Nc1ccc(S(N)(=O)=O)cc1,-39,-3,-0.9,8,5,9,39,17,-1,-5
Cc1cc(=O)[nH]c(SCC(=O)c2c(N)n(C)c(=O)n(C)c2=O)n1,22,-9,/,7,6,1,-22,-5,1,1
CCC(=O)Nc1ccc(NC(=O)c2ccc3ccccc3c2)cc1,-28,/,0.0,-12,4,5,28,-10,-5,-4

# Compound activity from PubChem.
